Bioassay records from PubChem.
OTUD3 inh = human OTUD3 deubiquitinase inhibition; actives 0.7% (n = 47,000); Q5T2D3; inhibition, % at 25 µM; purified OTUD3, Ub-rhodamine fluorescence, 2 h
Target sequence (Q5T2D3 whole entry, looked up): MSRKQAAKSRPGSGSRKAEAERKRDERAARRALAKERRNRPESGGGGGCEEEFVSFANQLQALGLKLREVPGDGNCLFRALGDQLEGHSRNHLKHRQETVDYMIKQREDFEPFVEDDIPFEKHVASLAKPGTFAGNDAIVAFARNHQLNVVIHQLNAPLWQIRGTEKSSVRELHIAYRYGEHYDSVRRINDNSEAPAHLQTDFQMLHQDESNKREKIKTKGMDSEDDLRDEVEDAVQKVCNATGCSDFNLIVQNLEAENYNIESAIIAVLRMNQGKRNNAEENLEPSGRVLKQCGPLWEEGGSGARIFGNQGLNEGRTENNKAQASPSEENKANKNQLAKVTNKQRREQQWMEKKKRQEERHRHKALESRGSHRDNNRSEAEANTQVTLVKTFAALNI
USP8 block = inhibitors of human USP8 deubiquitinase | P40818 | actives 4.2% (n = 47,000) | purified USP8, Ub-rhodamine cleavage fluorescence, 30 min | AID 1645853 | inhibition, % at 20 µM
USP17 block = inhibitors of human USP17 deubiquitinase; A8MUK1; purified USP17, Ub-rhodamine cleavage fluorescence, 3 h; inhibition, % at 50 µM; actives 6.5% (n = 47,000)
USP30 block = inhibitors of human USP30 deubiquitinase | Q70CQ3 | purified USP30, Ub-rhodamine cleavage fluorescence | inhibition, % at 25 µM | actives 5.3% (n = 47,000) | AID 1645860
USP10 inh = inhibitors of human USP10 deubiquitinase; AID 1645856; inhibition, % at 20 µM; Q14694; purified USP10, Ub-rhodamine fluorescence, 60 min; actives 1.1% (n = 47,000)
USP7 inh = blocks human USP7 ubiquitin-rhodamine cleavage; inhibition, % at 20 µM; Q93009; actives 0.3% (n = 47,000); purified USP7, Ub-rhodamine cleavage fluorescence
UCHL1 inh = human UCHL1 deubiquitinase inhibition; purified UCHL1, Ub-rhodamine cleavage fluorescence; P09936; actives 0.2% (n = 47,000); inhibition, % at 20 µM
Target sequence (P09936 whole entry, looked up): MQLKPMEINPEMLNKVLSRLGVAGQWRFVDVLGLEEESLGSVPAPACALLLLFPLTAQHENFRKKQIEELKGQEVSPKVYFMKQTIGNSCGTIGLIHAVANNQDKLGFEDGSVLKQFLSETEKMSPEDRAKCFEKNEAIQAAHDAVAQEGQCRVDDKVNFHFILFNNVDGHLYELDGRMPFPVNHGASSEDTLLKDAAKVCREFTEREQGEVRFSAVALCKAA
USP28 inh = human USP28 deubiquitinase inhibition. purified USP28, Ub-rhodamine cleavage fluorescence, 30 min. inhibition, % at 25 µM. actives 3% (n = 47,000)
* = called active by the depositor; i = inactive; . = not tested or not shown. Rule as the data show it: active = inhibition above about 30%; inactive = the rest. No enrichment for hits (roughly 13% active in at least one column).

SMILES | OTUD3 inh | USP8 block | USP17 block | USP30 block | USP10 inh | USP7 inh | UCHL1 inh | USP28 inh
COc1ccccc1-c1cc2n(n1)CCN(C(=O)c1cc3ccccc3n1C)C2 | -8.7 | 2.3 | -8.7 | -23.6 | 0.5 | -3.6 | 5.2 | 4.1
Cc1sc(NC(=O)c2ccccc2-c2ccccc2)nc1-c1ccc2c(c1)CCN2C(=O)C1CCCCC1 | 4.2 | 4.1 | 10.6 | 26.5 | 7.1 | -2.5 | -0.2 | 8.3
COc1ccc(NC(=O)Cn2c(=O)n(-c3ccc(Cl)c(Cl)c3)c(=O)c3c4c(sc32)CCCC4)c(OC)c1 | 10.7 | 14.0 | 19.4 | 17.1 | 0.0 | 7.8 | 2.3 | 6.1
Cn1cc(CN2C[C@H]3C[C@H]4[C@](C2)(CN(Cc2ccccc2)S4(=O)=O)O3)cn1 | 20.5 | -28.7 | 0.5 | 20.3 | 0.8 | 1.0 | 0.9 | 13.6
COc1ccc(/C=C/C(=O)NCC(=O)N2CCC(N(C)CCN3CCOCC3)CC2)cc1OC | -1.6 | -7.0 | -9.0 | -14.2 | 0.2 | 0.0 | -4.1 | -9.3
COc1ccc(C2(c3nnc(-c4ccc(F)cc4)o3)CCOCC2)cc1 | -3.4 | -13.6 | -11.1 | -13.2 | -0.7 | -3.4 | -0.3 | -12.8
COCC(=O)N1CCC[C@@H]2[C@H]1CCCCc1ccccc1OCC(=O)N2C | 5.8 | 0.1 | -0.2 | 4.0 | 3.0 | 2.5 | -0.2 | -1.2
Cc1cc(Nc2cccc(C(=O)Nc3ccccc3)c2)n2nc(-c3cccnc3)nc2n1 | 14.7 | 15.6 | 28.2 | 20.9 | -0.7 | 5.3 | 0.0 | 9.2
COc1cc(Cl)c(C)cc1NC(=O)CCc1c(C)nn(-c2cc(N(C)C)ncn2)c1C | 3.0 | -6.7 | 13.5 | 19.7 | -3.5 | -1.5 | 2.5 | 7.4
COc1ccc(C2C3=C(CC(c4ccc(Cl)cc4)CC3=O)Nc3ccccc3N2C(=O)c2ccc(Cl)c(Cl)c2)cc1 (centres undefined) | -4.5 | 4.8 | -7.3 | -0.4 | 7.0 | 7.9 | -0.1 | -1.5
CC(=O)NCc1nc(-c2ccc3c(c2)nc(C)c(=O)n3C2CCCC2)no1 | -238.2 | -54.0 | -177.6 | i | -8.0 | -30.6 | -31.3 | -225.1
COc1ccc(OC)c(S(=O)(=O)N2CCN=C2N2CCCC2)c1 | 12.2 | 18.3 | 13.4 | 6.8 | 1.8 | 2.7 | 1.1 | 14.6
COc1ccc(NC(=O)CNC(=O)c2c(C)nn(C)c2Cl)cc1 | -3.9 | 5.7 | 1.1 | -5.2 | -0.4 | 2.0 | -1.8 | -6.0
Cc1cc(C)cc(NC(=O)CN(CCC(C)C)S(=O)(=O)c2ccccc2F)c1 | 11.4 | 27.1 | 22.4 | 25.6 | 12.1 | 10.6 | 8.1 | 16.3
Cc1cc(C)n2c(SCC(=O)NCc3ccc4c(c3)OCO4)nnc2n1 | 4.7 | 12.4 | 16.6 | -7.3 | 1.3 | 1.7 | 2.3 | 14.2
COc1cccc(/C=C(\C(=O)NCc2ccc3c(c2)OCO3)c2nc3ccccc3[nH]2)c1 | -13.4 | -59.4 | 3.6 | -21.9 | -6.0 | 2.0 | -5.7 | -7.2
COc1ccc2[nH]c(C(=O)NCc3ccc(C)o3)cc2c1 | -3.4 | -0.9 | 4.6 | . | -2.0 | 1.6 | 0.3 | .
Cc1cccc(CNC(=O)CN2C(=O)c3cccnc3Sc3ccccc32)c1 | -9.1 | -16.6 | -1.0 | -28.5 | -6.3 | -1.6 | -3.1 | -5.5
CNc1cc(C)nc(C2CCN(Cc3ccc(C(=O)O)cc3)C2)c1 (centres undefined) | -6.8 | 2.3 | -1.4 | -6.8 | 1.8 | 0.0 | -0.5 | -10.9
O=C(NCCn1cnc2cc(C(=O)N3CCCC3)ccc21)Nc1ccccc1F | 0.0 | 17.4 | 2.5 | -11.5 | 1.9 | 3.7 | 1.5 | 3.7
CC1CCCN(c2nc3c(c(=O)[nH]c(=O)n3C)n2Cc2ccccc2F)C1 (centres undefined) | 0.7 | 5.8 | 8.1 | 27.2 | 2.6 | -5.7 | -0.3 | 0.0
Cc1cc(C)c2c(c1)C(NC(=O)c1cnccn1)CCO2 (centres undefined) | 0.8 | -0.2 | 3.0 | 4.8 | 2.8 | 1.8 | 0.9 | 0.0
CC(=O)Nc1sc2c(c1C(c1cccs1)N1CCOCC1)CCCC2 (centres undefined) | -4.7 | 2.5 | -6.1 | 0.1 | -3.4 | -6.4 | -0.6 | -3.0
c1cnc2c(c1)cc([C@@H]1CCCO1)n2CCN1CCOCC1 | -15.4 | -6.9 | -17.0 | -45.9 | -5.7 | -3.5 | -3.6 | -14.1
COc1cccc(-c2cc3c(=O)n(Cc4nc(-c5ccccc5C)no4)ccn3n2)c1 | -4.1 | 0.2 | 8.4 | -2.8 | -7.0 | 6.9 | 2.2 | 4.6

Not a retest: entries from further up.
SMILES | OTUD3 inh | USP8 block | USP17 block | USP30 block | USP10 inh | USP7 inh | UCHL1 inh | USP28 inh
COc1ccccc1-c1cc2n(n1)CCN(C(=O)c1cc3ccccc3n1C)C2 | -8.7 | 2.3 | -8.7 | -23.6 | 0.5 | -3.6 | 5.2 | 4.1
Cc1sc(NC(=O)c2ccccc2-c2ccccc2)nc1-c1ccc2c(c1)CCN2C(=O)C1CCCCC1 | 4.2 | 4.1 | 10.6 | 26.5 | 7.1 | -2.5 | -0.2 | 8.3
COc1ccc(NC(=O)Cn2c(=O)n(-c3ccc(Cl)c(Cl)c3)c(=O)c3c4c(sc32)CCCC4)c(OC)c1 | 10.7 | 14.0 | 19.4 | 17.1 | 0.0 | 7.8 | 2.3 | 6.1
Cn1cc(CN2C[C@H]3C[C@H]4[C@](C2)(CN(Cc2ccccc2)S4(=O)=O)O3)cn1 | 20.5 | -28.7 | 0.5 | 20.3 | 0.8 | 1.0 | 0.9 | 13.6
COc1ccc(/C=C/C(=O)NCC(=O)N2CCC(N(C)CCN3CCOCC3)CC2)cc1OC | -1.6 | -7.0 | -9.0 | -14.2 | 0.2 | 0.0 | -4.1 | -9.3
COc1ccc(C2(c3nnc(-c4ccc(F)cc4)o3)CCOCC2)cc1 | -3.4 | -13.6 | -11.1 | -13.2 | -0.7 | -3.4 | -0.3 | -12.8
COCC(=O)N1CCC[C@@H]2[C@H]1CCCCc1ccccc1OCC(=O)N2C | 5.8 | 0.1 | -0.2 | 4.0 | 3.0 | 2.5 | -0.2 | -1.2
Cc1cc(Nc2cccc(C(=O)Nc3ccccc3)c2)n2nc(-c3cccnc3)nc2n1 | 14.7 | 15.6 | 28.2 | 20.9 | -0.7 | 5.3 | 0.0 | 9.2
COc1cc(Cl)c(C)cc1NC(=O)CCc1c(C)nn(-c2cc(N(C)C)ncn2)c1C | 3.0 | -6.7 | 13.5 | 19.7 | -3.5 | -1.5 | 2.5 | 7.4

(more compounds)
SMILES | OTUD3 inh | USP8 block | USP17 block | USP30 block | USP10 inh | USP7 inh | UCHL1 inh | USP28 inh
Cc1ccc(NC(=O)Cn2cc(S(=O)(=O)c3ccccc3)c(=O)c3ccc(C)nc32)cc1 | -200.9 | 40.6* | 3.8 | i | -7.2 | -5.6 | -15.0 | -186.0
Cc1cc(C)c(C(=O)N2CCC(CC(=O)NCCN3CCCCC3C)CC2)[nH]1 (centres undefined) | -150.1 | -95.2 | -154.8 | i | -10.2 | -58.1 | -50.4 | -177.9
O=C(c1ccc2onc(-c3coc(C4CC4)n3)c2c1)N1CCCC1 | 14.1 | 5.3 | -0.8 | 17.0 | -0.3 | -0.1 | 0.3 | 5.2
Cc1ccc(C(=O)NC(C(=O)OCC(=O)c2cc(C)n(-c3ccc4c(c3)OCO4)c2C)C(C)C)cc1 (centres undefined) | 7.7 | 52.3* | 28.6 | -8.0 | 4.1 | 6.7 | 4.7 | 17.0
Cc1ccc2c(c1)c(=O)c(C(=O)c1ccc(F)cc1)cn2CC(=O)Nc1ccc2c(c1)OCCO2 | 1.4 | -6.2 | 69.9* | -2.1 | 9.2 | 5.7 | 3.2 | 8.0
Cc1ccc(OC(=O)c2ccno2)cc1 | 2.5 | -11.2 | -1.2 | -0.1 | -0.4 | 1.1 | 1.1 | -1.1
CCCc1noc(-c2ccc(-n3ncc(C(=O)N4CCOCC4)c3C)nc2)n1 | -5.3 | 0.1 | -0.2 | -0.1 | -2.7 | -1.4 | 0.2 | -2.3
c1ncn(CC2CCCN2Cc2nc(-c3ccoc3)no2)n1 (centres undefined) | -45.2 | -5.8 | -45.7 | -159.6 | -9.3 | -7.9 | -10.1 | -34.7
Cc1ccc(-c2cc(C(F)F)n3ncc(C(=O)Nc4ccc(O)cc4)c3n2)cc1 | 8.8 | 60.4* | 34.6* | 19.8 | 44.3* | 13.8 | 8.0 | 6.3
COc1ccc(-n2ncc3c2NC(=O)CC32C(=O)N(CC(C)C)c3ccc(F)cc32)cc1 (centres undefined) | 7.0 | -131.7 | 0.0 | 9.2 | -2.7 | -3.5 | 3.3 | 5.5
N#Cc1c(-c2ccccc2)ccn(Cc2cccc(C(F)(F)F)c2)c1=O | 2.6 | 17.3 | 52.9* | 44.0* | 13.1 | 7.7 | 1.4 | 16.5
Cc1cc(-c2cnc(N3CCCCC3)nc2C2CCN(c3ncccn3)CC2)on1 | 5.6 | 9.9 | 4.8 | -0.8 | 1.6 | 3.5 | 5.0 | -0.3
O=C(O)c1ccccc1N[C@H]1O[C@H](CO)[C@@H](O)[C@@H](O)[C@H]1O | -0.5 | -10.1 | . | -63.0 | -4.2 | -2.1 | -3.2 | -15.5
CCc1ccccc1NC(=O)Cc1cccs1 | -16.1 | -2.5 | -10.4 | -65.0 | -8.4 | -2.4 | -6.8 | -15.4
COc1ccc(S(=O)(=O)N2CCCCCC2c2sccc2C)cc1 (centres undefined) | 20.7 | 8.9 | 19.1 | 30.0* | 6.1 | 14.3 | 6.0 | -18.5
O=C(Nc1nnc(Cc2ccc(Cl)cc2)s1)c1ccncc1 | 3.9 | 1.4 | 3.6 | . | 4.2 | 4.3 | 2.8 | .
O=C(COC(=O)c1ccccc1F)Nc1ccc2[nH]c(=O)[nH]c2c1 | -0.2 | 4.9 | 17.9 | 17.6 | 15.1 | 8.0 | -4.0 | 36.6*
Cc1nc2sccn2c1CN1C[C@@H](c2ccccn2)[C@@]2(CCCCC(=O)N2)C1 | 11.9 | 16.0 | 12.4 | 0.9 | 0.7 | 5.2 | 1.8 | 10.0
Cc1c(O)cc(O)c2c(=O)c(-c3ccc(O)cc3)coc12 | 18.1 | 0.9 | 11.2 | 18.4 | 4.8 | 16.6 | 3.7 | 11.5
Cc1nn2c(N3CCOCC3)cc(C(C)(C)C)nc2c1-c1ccccc1Cl | -4.0 | -4.7 | -15.3 | -27.4 | 4.0 | -7.1 | 1.5 | -20.8
c1cc(N2CCCCC2)ncc1-c1noc(CN2CCC3(CC2)OCCO3)n1 | -17.3 | -28.3 | -32.1 | -46.3 | -4.8 | -35.3 | -2.4 | -15.7
COc1ccc(-c2noc([C@@H]3C[C@H](NC(=O)Nc4ccc(C)cc4)CN3C)n2)cc1 | 9.5 | 24.7 | 3.9 | 41.9* | 23.8 | 8.0 | 3.7 | 8.7
COc1cccc(NS(=O)(=O)c2ccc(Oc3ccccc3OC)cc2)c1 | 16.5 | 20.0 | 36.3* | 36.8* | 16.3 | 14.4 | 7.1 | 33.6*
Cc1cccc(C(=O)N2CCCC(Cc3cncc(-c4cnc(C)n4C)n3)C2)n1 (centres undefined) | -1.1 | -4.7 | -2.7 | 5.4 | -0.6 | 0.2 | -0.4 | -9.4
Cc1cccc(C(=O)N2CCc3cc(-c4nc(NC(=O)CN5CCCCCC5)sc4C)ccc32)c1 | -14.6 | 10.8 | 16.7 | -12.6 | -4.7 | -8.2 | 0.9 | 1.4

Next part
SMILES | OTUD3 inh | USP8 block | USP17 block | USP30 block | USP10 inh | USP7 inh | UCHL1 inh | USP28 inh
CC(C)NC(=O)c1[nH]nc2c1COc1ccccc1-2 | -0.3 | -13.7 | -7.4 | 2.4 | 0.2 | -11.1 | 1.0 | 16.5
Cc1ccc2c(CNC3CCCC3)c(C(=O)O)n(C)c2c1 | 3.3 | -6.2 | -4.0 | -2.2 | -4.7 | -3.2 | -5.0 | -4.5
CC(C)CN1C[C@H]2CCN(C(=O)c3cccnc3)CC[C@H]2S1(=O)=O | 0.0 | -7.9 | 4.0 | 0.4 | -0.7 | 1.8 | -3.3 | 0.9
Cc1ccc(CNc2cc(-n3cccn3)ncn2)cc1 | -0.8 | 0.3 | 19.9 | -2.7 | 4.5 | -0.1 | -1.6 | 30.6*
Cc1ccc(NC(=O)CSc2nnc(-c3ccncc3)o2)cc1F | -2.0 | -3.1 | 45.7* | 6.5 | 0.0 | 0.0 | -2.8 | -5.2
Cc1ccnc2nc(C(=O)Nc3nc4ccc(Oc5ccccc5)cc4s3)nn12 | -26.1 | -312.5 | -8.8 | 0.5 | -4.1 | -4.1 | 3.6 | -137.5
NC(=O)C1=NC2=NS(=O)(=O)c3ccccc3N2N1Cc1ccn(-c2cccc(F)c2)n1 | -3.1 | -4.6 | 4.0 | -3.4 | 1.0 | -2.3 | 0.0 | -0.1
CCc1nc2cc3c(cc2n1CC(=O)NC1CCCC1)OCCO3 | -12.3 | -2.6 | -5.0 | -13.9 | 2.1 | 2.8 | -0.1 | -10.5
